Bioassay records as filed in PubChem.
RAD54 branch = blocks human RAD54 Holliday junction branch migration. inhibition, % at 10.4 µM. actives 0.14% (n = 360,000). FAM/BHQ fluorescence;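 active = mean normalized replicate activity at least 40 and at least half of replicates scoring 40 or more; inconclusive = only one of the two criteria met; inactive = mean below 40 and under half of replicates reaching 40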;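 also: 0% = median of neutral control wells and 100% = median of positive control wells; inhibitors cause a drop in the FAM fluorescence signal; in these data hits start at about 50%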
Target sequence (Q92698 whole entry, looked up): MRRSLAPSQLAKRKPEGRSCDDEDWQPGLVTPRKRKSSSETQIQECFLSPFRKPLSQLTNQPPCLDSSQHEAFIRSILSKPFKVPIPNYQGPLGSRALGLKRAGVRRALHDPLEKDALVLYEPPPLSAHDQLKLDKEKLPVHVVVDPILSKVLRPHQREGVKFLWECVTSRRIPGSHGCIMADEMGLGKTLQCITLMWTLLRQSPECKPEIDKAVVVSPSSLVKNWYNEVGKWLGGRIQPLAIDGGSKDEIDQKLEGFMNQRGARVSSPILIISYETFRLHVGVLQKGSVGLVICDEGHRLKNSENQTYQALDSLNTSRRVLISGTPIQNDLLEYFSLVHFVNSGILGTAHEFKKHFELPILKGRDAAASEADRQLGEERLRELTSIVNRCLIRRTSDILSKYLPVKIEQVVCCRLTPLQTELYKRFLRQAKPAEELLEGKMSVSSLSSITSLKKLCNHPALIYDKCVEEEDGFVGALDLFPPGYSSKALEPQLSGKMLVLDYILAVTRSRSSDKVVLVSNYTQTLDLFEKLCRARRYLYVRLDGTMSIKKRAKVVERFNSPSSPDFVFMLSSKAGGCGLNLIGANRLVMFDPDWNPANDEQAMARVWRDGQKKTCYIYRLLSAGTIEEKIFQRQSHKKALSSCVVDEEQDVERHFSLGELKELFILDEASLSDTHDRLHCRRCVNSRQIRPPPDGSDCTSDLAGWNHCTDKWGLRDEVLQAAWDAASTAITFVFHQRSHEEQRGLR
esBAF inh = blocks esBAF chromatin remodeling in mouse ES cells | AID 602393 | reporter increase, % at 12.5 µM | actives 2% (n = 350,000) | Bmi1-luciferase knock-in reporter, 24 h; 100% = twice the neutral-well signal; in the data active = activation above about 40%; inconclusive = no clear call, values can overlap the other calls;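 also: 0% = median of the plate's neutral control wells and 100% = double that signal; a rise in the Bmi1 reporter signal indicates esBAF inhibition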
Xi reactivation = X-chromosome reactivation activator; XiGFP mouse fibroblasts, % GFP-positive cells imaging, 3 d; cells co-treated with 5-aza-dC sensitizer; scaled so ellipticine positive control = 100%; activation, % at 7.58 µM; actives 0.055% (n = 360,000);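 active = mean normalized replicate activation at least 10% and every replicate at or above 10%; inconclusive = only one of the two criteria met; inactive = mean below 10% and not all replicates reach 10%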;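 also: 0% = median of on-plate neutral control wells and 100% = ellipticine 6 µM median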
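System: XiGFP fibroblasts, SV40-immortalized. Medium: DMEM plus 5-aza-dC sensitizer. Doses: single point. Timing: 3 d treatment, 15 min room-temperature fixation. Control set: ellipticine 6 µM.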
S100A4 inh HTS = blocks human S100A4 binding to myosin IIA peptide; P26447; S100A4/TAMRA-MyoIIA peptide fluorescence polarization; inhibition, % at 10.7 µM; actives 0.14% (n = 360,000);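 active = mean inhibition of at least 70% across replicates, with every replicate also reaching that level; inconclusive = mean inhibition reaches 70% but some replicates fall short; inactive = mean inhibition below 70%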
Target sequence (P26447 whole entry, looked up): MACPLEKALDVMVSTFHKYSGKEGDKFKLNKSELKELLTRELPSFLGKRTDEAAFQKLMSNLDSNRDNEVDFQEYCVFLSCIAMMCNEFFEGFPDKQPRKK
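Assay system: human S100A4 monomer with TAMRA-labelled myosin IIA peptide / Buffer or medium: Calcium-containing HEPES buffer, pH 7.2 / Reagent: TAMRA-labelled myosin IIA heavy-chain peptide probe, 5 nM / Compound: one dose per compound / Timing: polarization read 5 min after assay mix addition, stable 5–60 min / Benchmarks: neutral control DMSO, positive control TFP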
ERp5 inh = ERp5 (human) disulfide isomerase inhibition | Q15084 | ERp5 insulin aggregation, absorbance 650 nm, 90 min | inhibition, % at 9.99 µM | actives 0.05% (n = 350,000) | AID 651711;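 active = mean replicate inhibition above about 25%, with every replicate also reaching it, limit read from the data, passing the limit was not always enough; inconclusive = only one of those two criteria met; inactive = neither criterion met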
ERAP1 inh = blocks human ERAP1 aminopeptidase activity | inhibition, % at 10.7 µM | actives 0.15% (n = 340,000) | recombinant ERAP1, Leu-AMC fluorescence, 60 min | Q9NZ08;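 active = mean replicate inhibition of at least 30%, or all replicates individually reaching that 30% level; inactive = mean below 30% and not every replicate reaching it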;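 also: 0% = neutral control wells and 100% = L-leucinethiol positive control wells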
RAD52 anneal inh = inhibitors of human RAD52 DNA annealing | P43351 | recombinant RAD52 DNA annealing, FRET fluorescence | inhibition, % at 18.7 µM | actives 0.46% (n = 360,000);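 active = every replicate showing at least 50% inhibition; inconclusive = mean inhibition at least 50% but not in every replicate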
E-selectin induc = E-selectin induction on HUVECs. P16581. HUVEC E-selectin immunofluorescence imaging; normalized: neutral wells 0, TNF-alpha wells 100. activation, % at 7.58 µM. actives 0.37% (n = 260,000). AID 686992;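 active = mean E-selectin-positive cell signal at least 10% of the positive control, reached in at least 60% of replicates, without over 20% cell loss; inconclusive = no rule given, readout overlaps actives, possibly toxicity-flagged; inactive = the rest, including those meeting only one limit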;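 also: in these data hits start at about 27%; measured in HUVEC primary endothelial cells; signal is the percent of cells scored E-selectin positive by PE staining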
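Read-out: % PE-positive cells | Test system: HUVEC | Doses: One compound dose added by pin transfer | Buffer or medium: EGM-2 over gelatin coat | Signal: Immunofluorescence imaging | Benchmarks: TNF-alpha, DMSO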
Active calls of the source: *; ? = inconclusive; / = no result given; & = joins results of further samples; ! = repeats disagree. Only part of the results is shown (hit frequency here may not be typical).

Structure,RAD54 branch,esBAF inh,Xi reactivation,S100A4 inh HTS,ERp5 inh,ERAP1 inh,RAD52 anneal inh,E-selectin induc
CC(Cc1cccc(C(F)(F)F)c1)NCCOC(=O)c1ccccc1 (stereo not given),-10&-6,-2&2,0.4&0.2,3&-1,1&-5,10&8,7&3,-2.4&0.1
CN(C)S(=O)(=O)n1cc(/C=C(\NC(=O)c2ccccc2)C(=O)NCCCn2ccnc2)c2ccccc21,-9,6,0.1,-10,-14,-2,-27,/
CN[C@@H]1[C@H](O)[C@H](NC)[C@H]2O[C@@]3(O)C(=O)C[C@@H](C)O[C@H]3O[C@@H]2[C@H]1O,2,-5,0.0,-2,1,-3,2,-0.2
O=C(O)Cc1cn(-c2ccccc2)nc1-c1ccc(Cl)cc1,/,/,0.0,-2,0,1,-14,0.2
CCCOc1ccc(C(=O)OCCN(CC)CC)cc1N,4,-5,0.2,-4,-1,-3,95*,?
Cc1scc2c1N(C(=O)CN1CCN(C)CC1)c1ccccc1NC2=O,-4,-3,0.0,0,-1,0,-4,0.0
O=C(NC1CCN(CCc2c[nH]c3ccccc23)CC1)c1ccccc1,-10,-2,0.1,-4,2,-4,-15,-0.1
O=[N+]([O-])c1cncn1CCN1CCOCC1,2,-7,0.1,-6,-6,-1,-23,0.4
O=C1NC(=S)S/C1=C\C=C\c1ccc([N+](=O)[O-])o1,5,/,?,-9,5,5,-7,248*
N=c1nc(N2CCCCC2)cc(N)n1O,5&9,5&0,0.0&-0.1,4&1,4&6,-2&2,0&-2,-0.3&0.1
C=C[C@H]1CN2CCC1C[C@H]2[C@H](O)c1ccnc2ccc(OC)cc12 (stereo not given in full),-3,4,0.2,-3,6,-3,-5,0.4
CN(C)CC/C=C1/c2ccccc2COc2ccc(CC(=O)O)cc21,-3,-10,0.1,166*,1,-8,-10,-0.1
CCCC1(c2ccccc2)NC(=O)N(CC(=O)N(C)Cc2c(F)cccc2Cl)C1=O (stereo not given),-5,2,0.1,-4,-3,-1,-24,/
CCCC(=O)O[C@]1(C(=O)CCl)[C@@H](C)C[C@H]2[C@@H]3CCC4=CC(=O)C=C[C@]4(C)[C@@]3(F)C(=O)C[C@@]21C,3,7,0.3,-5,-7,-3,-13,-0.1
C[C@H](O)CC(=O)O,-7&0,1&1,0.5&-0.3,-3&1,2&-1,1&-2,3&-5,-0.1&0.7
Nc1c2ccccc2nc2ccccc12,121*,6,1.2&-0.1,-1&-2,2&1,61*,98*,0.1&-5.3
O=C(c1ccccn1)N(Cc1cccs1)C1(C(=O)NC2CCCCC2)CCCCC1,-12,-9,7.1,0,-1,4,10,0.1
CCCCCCCCCCCCCCCC(O)C(N)CO (stereo not given),-7,4,-0.1,-12,-4,-1,-7,-0.1
CCc1cccc(CC)c1NC(=O)CN(CC(=O)O)CC(=O)O,-10,1,0.1,-5,-1,0,-29,0.3
CC(C)NNC(=O)c1ccncc1,6,1,0.1,-5,-2,0,-3,1.2
CN(C)c1ccc2nc3ccc(=[N+](C)C)cc-3sc2c1,/,/,1.0,12,-26,1,95*,/
Cc1nc2c3ccccc3nc(NNC(=O)CCC(=O)N3CCN(c4ccccc4F)CC3)n2n1,0,-7,0.0,0,5,5,3,/
COc1cc(C=O)ccc1O,-9,-10,0.2,-3,6,-2,-5,0.1
CCN(CCCCOC(=O)c1ccc(OC)c(OC)c1)C(C)Cc1ccc(OC)cc1 (stereo not given),9,-9,0.1,-5&4,3,-1,-10,1.7
O=C(O)c1cc(=O)c2ccccc2o1,2,7,0.0,0,2,2,-6,-0.1

Some of the entries so far, with each value named.
Nc1c2ccccc2nc2ccccc12
- RAD54 branch: 121*
- esBAF inh: 6
- Xi reactivation: 1.2&-0.1
- S100A4 inh HTS: -1&-2
- ERp5 inh: 2&1
- ERAP1 inh: 61*
- RAD52 anneal inh: 98*
- E-selectin induc: 0.1&-5.3

O=C(c1ccccn1)N(Cc1cccs1)C1(C(=O)NC2CCCCC2)CCCCC1
- RAD54 branch: -12
- esBAF inh: -9
- Xi reactivation: 7.1
- S100A4 inh HTS: 0
- ERp5 inh: -1
- ERAP1 inh: 4
- RAD52 anneal inh: 10
- E-selectin induc: 0.1

CCCCCCCCCCCCCCCC(O)C(N)CO (stereo not given)
- RAD54 branch: -7
- esBAF inh: 4
- Xi reactivation: -0.1
- S100A4 inh HTS: -12
- ERp5 inh: -4
- ERAP1 inh: -1
- RAD52 anneal inh: -7
- E-selectin induc: -0.1

(next part)
Structure,RAD54 branch,esBAF inh,Xi reactivation,S100A4 inh HTS,ERp5 inh,ERAP1 inh,RAD52 anneal inh,E-selectin induc
CC1(C)O[C@@H]2C[C@H]3[C@@H]4C[C@H](F)C5=CC(=O)C=C[C@]5(C)[C@@]4(F)[C@@H](O)C[C@]3(C)[C@]2(C(=O)CO)O1,-7,0,-0.3,-1,3,-2,9,0.0
Cn1ccc2cc3c(cc21)CCN3C(=O)Nc1cccnc1,-2,-5,0.0,-2,5,0,3,-2.2
COC(=O)N/N=C/c1c[n+]([O-])c2ccccc2[n+]1[O-],1,-11,0.2,-2,-2,0,-22,-1.9
CCCCOc1cc(C(=O)OCCN(CC)CC)ccc1N,9&2,-9&-3,0.0&0.0,0&-3,5&-3,-4&0,85*!,0.3&1.2
C[C@H](CCC(=O)O)[C@H]1CC[C@H]2[C@@H]3[C@H](O)C[C@@H]4C[C@H](O)CC[C@]4(C)[C@H]3CC[C@]12C,-4,1,0.0,-2,4,2,-1,-0.3
Cc1cc(=O)oc2cc(O)ccc12,-2,0,/,-2,1,19,-3,/
O=C(Nc1cc(-c2ccccc2)nn1-c1ccccc1F)c1ccc([N+](=O)[O-])cc1,3,1,-0.3,-3,5,/,-16,-0.1
CCCC(=O)O[C@]1(C(=O)COC(C)=O)CC[C@H]2[C@@H]3C[C@H](F)C4=CC(=O)C=C[C@]4(C)[C@@]3(F)[C@@H](O)C[C@@]21C,2,-5,-0.3,-2,5,-2,-1,0.3
CN(C)C/C=C(\c1ccc(Br)cc1)c1cccnc1,-4,-6,-0.1,6,4,0,7,-0.1
C/C(=N\NC(=S)NCc1ccccc1)C1CCCCC1,/,/,0.0,-1,2,3,-9,2.3
Nc1ncnc2c1c(-c1ccc(Oc3ccccc3)cc1)cn2C1CCCC1,-5,3,0.1,-5,-2,1,-110,1.0
C[C@@H]1C[C@H]2[C@@H]3CCC4=CC(=O)C=C[C@]4(C)[C@@]3(Cl)[C@@H](O)C[C@]2(C)[C@@]1(OC(=O)c1ccco1)C(=O)CCl,9,-5,0.1,-3,2,2,-15,1.8
CCc1ccccc1OC[C@@H](O)CN[C@H]1CCCc2ccccc21,6,2,0.0,-2,5,2,13,3.1
Cc1c(C)n(Cc2ccccc2)c2ccc(C(=O)OCCN(C)C)cc12,31,-9,0.0,-1,5,9,66*,/
CC(C)(C)NCC(O)COc1cccc2c1CC(O)C(O)C2 (stereo not given),4,-5,0.0,-2,0,-2,-2,3.0
O=C(O)Cc1sc(-c2ccccc2)nc1-c1ccc(Cl)cc1,-8,-3,0.4,0,4,-1,-6,/
CC(=O)OCC(=O)[C@@]1(O)CC[C@H]2[C@@H]3CCC4=CC(=O)C=C[C@]4(C)[C@@]3(F)[C@@H](O)C[C@@]21C,-10,-5,0.0,-9,4,3,-11,-1.9
CC1O[C@@H](OCC2O[C@@H](Oc3cc(O)c4c(c3)OC(c3ccc(O)cc3)CC4=O)[C@H](O)[C@@H](O)[C@@H]2O)[C@H](O)[C@H](O)[C@H]1O (stereo not given in full),0,-1,/,-2,4,4,-7,/
O=C1NC(=O)C2(CCOc3ccc(F)cc32)N1 (stereo not given),/,/,0.0,4,-6,11,-5,0.3
C=C[C@H]1CN2CC[C@H]1C[C@H]2[C@H](O)c1ccnc2ccc(OC)cc12,6&-4,6&1,0.1&0.0,8&-4,-6&3,0&0,-5&-11,1.7&-2.1
CCC(C(=O)Nc1ccccc1N1CCCC1)c1ccccc1 (stereo not given),-11,10,0.4,-5,2,2,-12,/
CCCCN(CCCC)CCCOC(=O)c1ccc(N)cc1,14,-3,-0.2,-19,5,-3,1,0.0
COc1cc(C2Oc3cc(C4Oc5cc(O)cc(O)c5C(=O)C4O)ccc3OC2CO)ccc1O (stereo not given),-5,14,0.3,0,-4,-1,-7,0.0
CC[C@]12CCCN3CCc4c(n(c5ccccc45)[C@](O)(C(=O)OC)C1)[C@@H]32,-3,2,0.0,-4,3,-1,-13,5.0
CCCCCCCCCCCCCCC[C@@H](O)[C@@H](N)CO,-11,-9,0.1,-7,1,0,14,1.7
CC(C)(C)NCC(O)COc1cccc2c1C[C@H](O)[C@H](O)C2 (stereo not given in full),5,4,-0.1,4,9,-1,-9,0.1

An excerpt of these results, field by field:
> CCc1ccccc1OC[C@@H](O)CN[C@H]1CCCc2ccccc21
- RAD54 branch = 6
- esBAF inh = 2
- Xi reactivation = 0.0
- S100A4 inh HTS = -2
- ERp5 inh = 5
- ERAP1 inh = 2
- RAD52 anneal inh = 13
- E-selectin induc = 3.1

> O=C(O)Cc1sc(-c2ccccc2)nc1-c1ccc(Cl)cc1
- RAD54 branch = -8
- esBAF inh = -3
- Xi reactivation = 0.4
- S100A4 inh HTS = 0
- ERp5 inh = 4
- ERAP1 inh = -1
- RAD52 anneal inh = -6
- E-selectin induc = /
